VHR inh color = VHR1 (DUSP3) phosphatase inhibition; P51452; recombinant VHR phosphatase, colorimetric substrate read-out; inhibition, % at 20 µM; hit rate 0.7% among 50,000; AID 1992; in the data active means inhibition above about 60%; further: some results filed as inactive read as strong as hits
Target sequence (P51452 whole entry, looked up): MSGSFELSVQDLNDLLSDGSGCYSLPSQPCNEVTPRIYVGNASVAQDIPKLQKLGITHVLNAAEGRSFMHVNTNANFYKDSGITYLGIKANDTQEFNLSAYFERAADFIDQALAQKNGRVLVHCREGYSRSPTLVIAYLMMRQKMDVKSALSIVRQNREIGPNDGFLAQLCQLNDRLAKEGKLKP
* hit, by the source's call. Some of the compounds tested; the hit share may differ from the screen's.

SMILES,VHR inh color
CCCCCOC(=O)CCN1C(=O)/C(=C/c2ccccc2)SC1=S,-52.8
COc1ccccc1N1C(=O)c2cccc3c(Cl)ccc(c23)C1=O,-3.7
Cc1cccc(C2(c3cccc(C)c3)CC2C(=O)Nc2ccccc2Cl)c1 (stereo not drawn),12.5
O=C(Nc1ccc(O)cc1)c1ccc2c(c1)C(=O)N(c1ccccn1)C2=O,5.7
Cn1c2c(c3cc([N+](=O)[O-])ccc31)CCCC2=O,-10.0
CCN(CC)C(=O)COc1ccc(-c2ccccc2)cc1,-3.7
Cc1ccc(-c2ccccc2)n1-c1ccc(C(=O)O)cc1,6.2
O=C(/C=C/c1ccc(Cl)cc1Cl)Nc1ccc(C(=O)Nc2ccccc2)cc1,1.8
COc1cc(/C=C2\C(=O)NC(=O)N(c3ccc(C)c(C)c3)C2=O)cc(I)c1O,6.1
COc1ccc(C2=N/C(=C\N(C)C)C(=O)O2)cc1,-8.0
O=C1NC(=S)S/C1=C\c1ccccc1OS(=O)(=O)c1ccc([N+](=O)[O-])cc1,10.4
CCOC(=O)C(=CNc1ccccc1O)C(=O)OCC,-5.6
COc1cc(C(=O)NN2C(=O)/C(=C/c3ccc(Cl)cc3Cl)SC2=S)ccc1O,5.0
O=C1OC(/C=C/c2ccccc2)=NC/1=C/c1ccc(-c2ccc3c(c2)C(=O)NC3=O)o1,-4.8
Cc1cc(-c2ccc(/C=c3\sc4nc5cc(Br)cnc5n4c3=O)o2)c(C)c([N+](=O)[O-])c1,4.0
COC(=O)C1=C(C)N(c2ccc(F)cc2)C(=O)/C1=C\c1ccc([N+](=O)[O-])cc1,-8.0
CCCOc1cccc(C(=O)Nc2ccc(NC(=O)CC)cc2)c1,-15.2
Cc1ccc(N2C(=O)C3C4c5ccccc5C(C)(c5ccccc54)C3C2=O)cc1 (stereo not drawn),-0.3
CCOC(=O)COc1ccc(/C=C2/C(=O)NN(c3ccc(F)cc3)C2=O)cc1OC,24.2
CCOC(=O)c1ccc(NC(=O)Cc2ccc(Br)cc2)cc1,-11.1
O=C(Nc1ccccc1)/C(=C\c1cccs1)NC(=O)c1ccccc1,3.5
COc1ccc(C(=O)Nc2nc3ccc(C)cc3s2)cc1OC,0.1
O=S(Cc1ccc(Cl)cc1)CC(O)COc1ccccc1 (stereo not drawn),-4.0
COc1ccc(-n2c(SCC(=O)N3CCOCC3)nc(O)c(Cc3ccccc3)c2=O)cc1,-1.0
Cc1ccc(NC(=O)CCN2C(=O)c3cccc4cccc(c34)C2=O)cc1,1.3
O=C1CC(Nc2ccc(F)cc2)C(=O)N1c1ccc(N2CCOCC2)cc1 (stereo not drawn),14.3
CC1=C(C(=O)OCC2CCCO2)C(c2cccc([N+](=O)[O-])c2)NC(=O)N1 (stereo not drawn),-22.3
O=C1C(Cl)=C(Nc2ccccc2)C(=O)N1c1cccc(Cl)c1,-11.9
Cn1c(=O)c2c(ncn2CC(=O)N2CCc3ccccc3C2)n(C)c1=O,-17.6
O=C(NCC1OCCc2ccccc21)c1ccco1 (stereo not drawn),0.2
Fc1ccc(C2C=C(c3ccccc3)NC(=S)N2)cc1 (stereo not drawn),27.9
CC(=O)N1CCN(c2ccc(NC(=O)c3cc(I)ccc3Cl)cc2)CC1,-8.7
O=C1c2ccccc2C(=O)N1Cc1nc2ccc(I)cc2c(=O)o1,-4.4
CCOc1ccc(C(=O)Nc2cccc(-c3nc4ccccc4s3)c2)cc1,5.3
CCCCSCc1nc2c(c(=O)[nH]1)C1(CCCC1)Cc1ccccc1-2,-36.6
O=C(CCc1ccccc1)N1N=C(c2ccc(Br)cc2)CC1(O)C(F)(F)F (stereo not drawn),-4.4
CC(=O)Nc1ccc(S(=O)(=O)N(Cc2ccccc2)C(C)C)cc1,-19.8
COc1cccc(CNC2CCCc3ccccc32)c1OC (stereo not drawn),-18.7
CCOc1ccccc1N1CCN(C(=O)c2cccc([N+](=O)[O-])c2)CC1,-17.2
O=C1CCCC2=C1C(c1ccc(OCc3ccccc3)cc1)C1=C(CCCC1=O)O2,0.4
O=S(=O)(c1ccc(Cl)cc1)N1CCN(Cc2cccnc2)CC1,9.1
O=C(CC1S/C(=N\N=C\c2ccco2)NC1=O)Nc1ccc(C(=O)O)cc1 (stereo not drawn),13.7
CC(C)(O)C#Cc1ccc(C(=O)Nc2ccc(F)cc2)cc1,-8.8
COC1CCCCC1NCCc1ccc(Cl)cc1Cl (stereo not drawn),0.5
Cc1ccc2[nH]c3nc(NN)nnc3c2c1,2.0
COc1ccc2[nH]c(C(=O)N3CCOCC3)cc2c1,5.0
Cc1ccc(C(=O)Nc2ccc(NC(=O)c3cccc(C)c3)cc2)cc1,-16.8
CCOC(=O)c1c(NC(=O)CSc2nnc3c(n2)[nH]c2ccccc23)sc2c1CCCC2,13.0
O=S1(=O)CCC(NC(=S)SCc2ccccc2Br)C1 (stereo not drawn),-35.5
CCOC(=O)c1c(NC(=O)C2C3C=CC(C3)C2C(=O)O)sc(C)c1C (stereo not drawn),-48.6

Sorted by number of heavy atoms (low to high): 6 of the compounds above.
SMILES,VHR inh color
Cc1ccc2[nH]c3nc(NN)nnc3c2c1,2.0
COC1CCCCC1NCCc1ccc(Cl)cc1Cl (stereo not drawn),0.5
Cn1c(=O)c2c(ncn2CC(=O)N2CCc3ccccc3C2)n(C)c1=O,-17.6
O=C(CCc1ccccc1)N1N=C(c2ccc(Br)cc2)CC1(O)C(F)(F)F (stereo not drawn),-4.4
O=C1CCCC2=C1C(c1ccc(OCc3ccccc3)cc1)C1=C(CCCC1=O)O2,0.4
CCOC(=O)c1c(NC(=O)CSc2nnc3c(n2)[nH]c2ccccc23)sc2c1CCCC2,13.0

Continued:
SMILES,VHR inh color
Cc1nc2ccccc2c(=O)n1-c1cccnc1,-13.1
COCCCNC(=O)CN(c1cccc(Br)c1)S(=O)(=O)c1ccccc1,10.5
CCOc1ccccc1NC(=O)CN(c1cccc([N+](=O)[O-])c1)S(=O)(=O)c1ccccc1,-25.1
Cc1cccc(OCC(=O)Nc2ccc(I)cc2)c1C,-6.8
CC(C)(C)C(=O)Oc1ccc2c3c(c(=O)oc2c1)CCC3,-55.8
CC(=O)Nc1ccc(NC(=O)c2ccccc2OC(F)F)cc1,3.4
CC1CCN(CCCCOc2ccccc2Br)CC1,-1.0
Cc1sc2ncnc(N/N=C/c3ccc(Cl)cc3Cl)c2c1C,12.9
CCn1c(C)nc2c(CN(C)C)c(O)ccc21,24.6
CN(C(=O)c1ccc(Br)cc1)c1ccccc1,-28.2
CCN(CC)c1ccc(NC(=O)c2ccc3c(c2)OCCO3)cc1,-29.8
O=C(Nc1ccccn1)c1cc(-c2ccccc2)nc2ccccc12,-5.0
Cc1ccc(NC(=O)C2CC=CCC2C(=O)OCC(Cl)=C(Cl)Cl)cc1 (stereo not drawn),-3.7
Cc1cc(OCC(=O)NC(C)c2ccccc2)cc(C)c1Cl (stereo not drawn),-2.5
Cc1ccc(S(=O)(=O)NC(C)(C)CN2CCN(CC(C)(C)NS(=O)(=O)c3ccc(C)cc3)CC2)cc1,-5.4
O=C(CSCC(=O)Nc1ccc2c(c1)oc1ccccc12)Nc1ccccc1,2.0
COC(=O)C1=C(C)N=c2s/c(=C\c3ccc(-c4ccc(OC)cc4[N+](=O)[O-])o3)c(=O)n2C1c1ccccc1 (stereo not drawn),-2.7
O=c1[nH]cc(N=Cc2ccccc2)c(=O)[nH]1,-1.2
COC(=O)C(F)(F)C(F)(F)C(F)(F)OC(F)(C(=O)OC)C(F)(F)F (stereo not drawn),-5.0
C/C(=N\Nc1cc(-n2cc(C)cn2)ncn1)c1ccc(Cl)c(Cl)c1,-45.6
Cc1cc(=O)oc2c(C(=O)c3ccccc3)c(OC(=O)c3ccccc3)ccc12,-6.3
CC(=O)c1c(C)n(O)c2ccc(Cl)cc2c1=O,-27.6
O=C1/C(=C\c2ccco2)SC(=S)N1C1CCCCC1,-17.0
CC(=O)CC(=O)Nc1ccc(NC(C)=O)cc1,-9.3
O=C(NCCC(CN1CCOCC1)([N+](=O)[O-])[N+](=O)[O-])c1ccccc1,7.1
Cc1ccc(NC(=O)C(=O)NCCN2CCOCC2)cc1,-11.8
CCOc1ccccc1NC(=O)CCCOc1ccccc1,6.2
COc1ccccc1NC(=O)C(=O)NCc1ccco1,-4.3
COc1cccc(CCNC2CC(=O)N(c3ccc(C)cc3)C2=O)c1 (stereo not drawn),2.0
COc1ccc(N(CC(=O)Nc2ccc(Br)cc2)S(=O)(=O)c2ccc(OC)c(OC)c2)cc1,-3.1
Cc1ccc(-n2nc3cc(C)c(NC(=O)c4cccc(Cl)c4)cc3n2)cc1,-4.5
O=C(c1sc2ccccc2c1Cl)N1CCN(Cc2ccc3c(c2)OCO3)CC1,10.7
O=C1C(c2ccccc2)=C(c2ccccc2)C(=O)N1O,-7.1
COc1ccc(N2C(=O)NC(=O)/C(=C\c3ccc(OCc4cccc(F)c4)c(OC)c3)C2=O)cc1,-8.2
Cc1ccc(C(=O)C[n+]2cccc(C(N)=O)c2)cc1[N+](=O)[O-],-25.7
COc1ccc(NC(=O)C2=C(C)NC(=S)NC2c2ccc(OC)cc2)cc1 (stereo not drawn),-2.6
O=C(CN(c1cccc(Cl)c1)S(=O)(=O)c1ccccc1)Nc1ccccc1Cl,-4.3
O=C(O)CN1C(=O)/C(=C/C=C/c2ccccc2[N+](=O)[O-])SC1=S,-4.0
Cc1ccc2nc(-c3cc(NC(=O)c4cccs4)ccc3Cl)oc2c1,-14.5
O=S(=O)(NCC1CCCO1)c1ccc(Br)c2ccccc12 (stereo not drawn),-15.2
CC(C)CC(=O)N1CCN(Cc2cccc(Cl)c2)CC1,38.9
O=C(COc1ccccc1Cl)N1CCN(c2ccccc2)CC1,-1.6
CC(=O)c1ccc(NC(=O)/C(=C\c2ccco2)NC(=O)c2ccco2)cc1,14.6
COc1ccc(OCC(=O)N2c3ccccc3C(Nc3ccccc3)CC2C)cc1 (stereo not drawn),-4.7
CCNC(=O)CC1S/C(=N\N=C2/CCCc3ccccc32)NC1=O (stereo not drawn),7.1
O=C(Nc1ccccn1)C(=O)NC1CCCCC1,0.5
Cc1nnc(Nc2ccc3c(c2)nc(C)n3Cc2ccccc2)c2ccccc12,-0.6
O=C(NCc1ccccc1)C(O)(c1ccc(Cl)cc1)c1ccc(Cl)cc1,-3.8
CC1(C)NC(=O)N(CC(O)COc2cccc3ccccc23)C1=O (stereo not drawn),-4.3
COc1ccc(-c2cc(N3CCOCC3)c3cc(OC)c(OC)cc3c2)cc1OC,-23.6

Further records.
SMILES,VHR inh color
Cc1nn(CC(=O)Nc2ccccc2)c(=O)c2ccccc12,-8.9
CN1CCN(C(=S)NC(=O)c2ccc(Br)cc2)CC1,-24.7
CC(C)CCNC(=O)C(=O)Nc1cccc(Cl)c1,-4.7
C/C(=N\NC(=O)c1ccccn1)c1ccco1,-14.2
COc1cc(-c2nnc(N)s2)cc(OC)c1OC,-109.7
Cc1ccc(S(=O)(=O)N(Cc2ccc(C(=O)NCCSc3ccccn3)cc2)c2cccc(Cl)c2)cc1,-0.3
CCOc1ccc(NC(=O)C(=O)NCC2CCNCC2)cc1,-15.7
CCOc1ccc(-n2c(O)c(C=C3C=CC=N3)c(=O)[nH]c2=O)cc1,3.0
CNC(=O)C(=O)Nc1ccc(C(C)C)cc1,-12.2
COc1ccc2[nH]c3c(c2c1)CCCC3=O,-33.6
COc1ccc(-n2nc3cc(C)c(NC(=O)COc4ccc(Cl)c(C)c4)cc3n2)cc1,-10.8
CC1CCc2c(sc(NC(=O)Nc3cccc(Cl)c3)c2C#N)C1 (stereo not drawn),-33.8
COc1cccc(OC)c1C(=O)N(C)CC(OC)OC,-24.0
O=C(NN1C(=O)/C(=C/c2ccc(O)cc2)SC1=S)c1ccccc1Br,-1.9
COc1ccc(-c2cc(C(=O)Nc3cccc(F)c3)c3ccccc3n2)cc1OC,7.4
COc1cc(OC)cc(C(=O)Nc2c(C)ccc3nsnc23)c1,-14.6
COc1ccc(/C=C/C(=O)c2ccc(Cl)cc2)c(OC)c1,6.8
CCOc1ccc(N2C(=O)CC(Cc3cc(C)cc(C)c3)C2=O)cc1 (stereo not drawn),-8.9
Cc1cccn2c(=O)c(/C=C3\SC(=S)N(Cc4ccccc4)C3=O)c(N3CCOCC3)nc12,-13.1
Cc1ccc(NC(=O)C(Cl)(Cl)Cl)cc1Cl,4.1
Cc1cc(C(=O)O)c(-c2ccccc2)o1,6.9
O=C(O)c1cc([N+](=O)[O-])c(C(=O)O)cc1Oc1cc(Cl)c(Cl)cc1Cl,8.7
COc1ccc(NC(=O)/C=C/c2ccccc2)c(OC)c1,-13.4
Cn1c(O)c(C(=NCc2ccccc2)c2ccccc2)c(=O)n(C)c1=O,-14.6
On1c(-c2ccco2)nc2c1CCc1nonc1-2,-9.7
CCC(O)C#CC1(C)CCCC(C)(C)O1 (stereo not drawn),-21.7
Cc1cc(-c2ccccc2)nc2cc(C(N)=O)nn12,-8.4
COc1cc(/C=C2\C(=O)N(c3cccc(C(=O)O)c3)N=C2C)c([N+](=O)[O-])cc1OC,14.8
CCOC(=O)CCc1nc2ccc(O)cc2[nH]1,-34.5
N#C/C(=C\c1ccc(-c2cccc([N+](=O)[O-])c2)o1)C(=O)Nc1ccccc1O,2.7
O=C(NCCN1CCOCC1)c1cc(-c2cccc(Br)c2)nc2ccccc12,2.8
O=C(Cn1cc(/C=C2/C(=O)NC(=O)N(c3cccc(Cl)c3)C2=O)c2ccccc21)Nc1ccccc1,10.8
CC1=C(C#N)c2nc(N)c(C#N)c(C)c2/C1=C\c1ccc(-c2ccc(Cl)cc2)o1,1.7
COc1cccc(C=C2C(=O)c3ccccc3C2=O)c1,-9.0
